Screening results as filed in PubChem BioAssay.
MC4R barr agon = agonists of human melanocortin 4 receptor (MC4R) beta-arrestin. P32245. U2OS MC4R beta-arrestin complementation, luminescence; percent of melanotan II response, DMSO zero. activation, % at 8.9 µM. actives 0.98% (n = 360,000);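 active = activation above a per-plate cutoff, the mean activation of sample wells on that plate plus 3 SD, cut at about 8% in these data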
TLR9-MyD88 inh = TLR9-MyD88 interaction inhibition. Q9NR96+Q99836. CHO BLA complementation TLR9-MyD88, CCF4 FRET ratio. inhibition, % at 4.98 µM. actives 0.21% (n = 340,000). AID 504734;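 active = inhibition above the mean over all tested compounds plus 3 SD, cut at about 21% in these data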;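 also: 0% = DMSO only wells and 100% = clavulanate BLA inhibitor control wells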
MC4R antagonist = human MC4R antagonism in cAMP assay. inhibition, % at 6.5 µM. actives 0.48% (n = 360,000). AID 540295. MC4R-expressing cells, MTII-stimulated cAMP, LANCE TR-FRET. P32245;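 active = inhibition above its plate's cutoff, the mean of tested wells on that plate plus 3 SD, cut at about 29% in these data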;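 also: 0% = Melanotan II alone and 100% = Melanotan II plus saturating MCL0020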
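System: U2OS cells stably expressing human melanocortin 4 receptor (MC4R). Reagent: Melanotan II challenge after compound preincubation. Doses: 6.5 µM. Times: 30-min compound, 1-h challenge, 1-h detection, room temperature. Measured by: TR-FRET with Eu-cAMP and labeled anti-cAMP, 671 nm. Replicates: singlicate.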
NCOA3 inh = inhibitors of human steroid receptor coactivator 3 (SRC3); HEK293 GAL4-SRC3 luciferase reporter, luminescence; AID 588352; Q9Y6Q9; inhibition, % at 3.6 µM; actives 0.17% (n = 360,000);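 active = inhibition above a per-campaign cutoff, the mean of all compounds plus 3 SD, cut at about 60% in these data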;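 also: 0% = DMSO-treated cells and 100% = gossypol-treated cells at 36 µM; higher means less SRC3-driven luciferase light from the GAL4 reporter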
NOD2 RIPK2 PPI = inhibitors of human NOD2-RIPK2 interaction | inhibition, % at 4.98 µM | O43353 | actives 0.38% (n = 360,000) | CHO BLA complementation NOD2-RIPK2, CCF4 ratio; in the data active = inhibition above about 21%;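 also: 0% = vehicle only and 100% = reference blocker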
ABHD5-PLIN5 inh = inhibitors of human ABHD5-perilipin-5 interaction; Q00G26+Q8WTS1; Split G. princeps luciferase complementation, luminescence, 4 h; actives 0.78% (n = 360,000); AID 602281; inhibition, % at 4 µM;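 active = inhibition above the mean inhibition across every tested compound plus 3 SD, cut at about 22% in these data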;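 also: 0% = DMSO only wells and the 100% control is not disclosed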
Target sequence (Q00G26 whole entry, looked up): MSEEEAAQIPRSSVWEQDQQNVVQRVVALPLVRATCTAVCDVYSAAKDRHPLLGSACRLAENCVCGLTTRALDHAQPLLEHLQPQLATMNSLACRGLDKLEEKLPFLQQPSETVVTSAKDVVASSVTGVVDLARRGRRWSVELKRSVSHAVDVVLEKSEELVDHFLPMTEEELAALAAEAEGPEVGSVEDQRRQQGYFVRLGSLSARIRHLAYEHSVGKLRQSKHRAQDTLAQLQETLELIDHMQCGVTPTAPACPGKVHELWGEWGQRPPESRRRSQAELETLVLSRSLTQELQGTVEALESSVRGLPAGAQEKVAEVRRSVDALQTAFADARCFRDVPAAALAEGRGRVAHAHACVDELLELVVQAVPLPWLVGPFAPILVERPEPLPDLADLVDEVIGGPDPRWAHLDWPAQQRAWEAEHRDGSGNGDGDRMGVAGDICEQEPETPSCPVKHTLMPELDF
Target sequence (Q8WTS1 whole entry, looked up): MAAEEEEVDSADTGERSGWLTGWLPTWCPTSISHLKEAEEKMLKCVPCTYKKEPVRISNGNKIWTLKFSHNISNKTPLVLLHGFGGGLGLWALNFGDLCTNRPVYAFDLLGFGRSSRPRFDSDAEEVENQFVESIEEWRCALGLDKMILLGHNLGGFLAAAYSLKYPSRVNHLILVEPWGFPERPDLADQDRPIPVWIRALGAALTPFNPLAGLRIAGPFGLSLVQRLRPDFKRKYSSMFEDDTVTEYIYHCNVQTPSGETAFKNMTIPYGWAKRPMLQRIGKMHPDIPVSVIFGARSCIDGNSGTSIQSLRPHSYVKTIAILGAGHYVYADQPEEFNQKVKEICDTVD
EBV LMP1 NFkB = reduces LMP1-driven NF-kappaB luciferase signal | AID 504558 | actives 0.69% (n = 350,000) | inhibition, % at 12.5 µM | LMP1-induced NF-kappaB luciferase reporter cells, luminescence; in the data active = inhibition above about 41%;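 also: 0% = neutral control wells and 100% = reference inhibitor control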
NR2F2 inh = inhibitors of human COUP-TFII (NR2F2). inhibition, % at 8.6 µM. HEK293T NGFI-A luciferase reporter, luminescence. actives 0.7% (n = 370,000). P24468;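 active = inhibition above a per-plate cutoff, mean inhibition of test wells between control levels plus 3 SD, cut at about 38% in these data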;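 also: cells cotransfected with COUP-TFII expression vector driving the NGFI-A reporter; 0% = median of COUP-TF2 test wells and 100% = reporter-only cells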
NCOA1 inh = inhibitors of human steroid receptor coactivator 1 (SRC1). Q15788. HEK293 GAL4-SRC1 luciferase reporter, luminescence. inhibition, % at 3.6 µM. actives 0.12% (n = 360,000);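 active = inhibition above the campaign mean plus 3 SD, with each screening campaign given its own cutoff, cut at about 60% in these data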;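 also: 0% = DMSO treated cells and 100% = gossypol at 36 µM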
NCOA2 inhibitor = human SRC2 (NCOA2) inhibition; actives 0.17% (n = 370,000); inhibition, % at 9 µM; AID 651957; Q15596; HEK293 GAL4-SRC2 luciferase reporter, luminescence;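 active = inhibition above the mean inhibition of all tested compounds plus 3 SD, set per campaign, cut at about 52% in these data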;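 also: 0% = DMSO treated cells and 100% = cells given Gossypol at 36 µM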
NR5A2 inv ag = inverse agonists of human LRH-1 (NR5A2). inhibition, % at 3.6 µM. AID 602396. HEK293T StAR-luciferase reporter, LRH-1 transfected, 24 h. actives 0.13% (n = 360,000);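 active = inhibition above the mean inhibition of all tested compounds plus 3 SD, cut at about 73% in these data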;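 also: 0% = DMSO wells and 100% = reporter-only cells lacking LRH-1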
* marks the source's active call; other numbers are inactive results; . = not tested or not shown.

SMILES	MC4R barr agon	TLR9-MyD88 inh	MC4R antagonist	NCOA3 inh	NOD2 RIPK2 PPI	ABHD5-PLIN5 inh	EBV LMP1 NFkB	NR2F2 inh	NCOA1 inh	NCOA2 inhibitor	NR5A2 inv ag
COc1ccc(C(CNC(=O)c2ccc(S(=O)(=O)Nc3cccc(C)c3C)cc2)N2CCOCC2)cc1 (stereo not given)	-2.0	2	4	-1	-11	-5	0	8	-1	2	-7
Cc1nc(NCCc2ccc(F)cc2)c(C#N)c(C)c1[N+](=O)[O-]	-1.1	-3	11	15	7	0	-4	6	17	-3	-9
O=C(NCCCO)C(=O)NCc1ccccn1	0.9	10	30*	2	-2	2	5	-4	-9	-5	-2
COc1ccc(CCC(=O)Nc2ccc3c(c2)OCO3)cc1	0.0	8	7	-9	13	-1	-17	-6	3	20	3
COc1ccc(C(=O)N2CCC2(C)C(=O)NC(C)C)c(OC)c1 (stereo not given)	0.2	.	1	3	-10	3	.	-2	1	-3	-15
O=C1NC(=O)C(Cc2ccc(Cl)cc2)(c2ccccc2)N1 (stereo not given)	-1.7	5	4	13	-7	6	4	15	4	6	5
O=C1[C@H](c2ccccc2)[C@@H](c2ccccc2)N1c1ccncc1	0.2	-2	-3	6	12	-2	10	-11	9	14	-8
O=S(=O)(Nc1ccc2c(c1)OCCO2)c1cccc2cccnc12	-0.9	6	6	-21	9	2	-12	-5	1	1	-12
Cc1ccccc1C(=O)NNC(=O)Cc1cccc2ccccc12	-0.4	0	-5	-8	-9	6	-6	-9	-6	16	11
Cc1c(C(=O)NCc2ccc(C(F)(F)F)cc2)sc(=O)n1Cc1ccc(S(=O)(=O)N(C)C)cc1	-0.5	.	2	7	-3	-17	.	42*	6	17	29
CCN(CC)CCCNC(=S)N(Cc1cccs1)Cc1cc2cc3c(cc2[nH]c1=O)OCCO3	0.4	-3	7	-2	-9	5	-11	-4	1	-3	-6
O=C(Nc1ccc(F)cc1)c1cccc(N2C(=O)C3C4C=CC(C4)C3C2=O)c1 (stereo not given)	-1.7	7	2	4	-5	4	-13	4	-10	-17	-10
CCN1C(=O)C2(SC(NC(C)=O)=NN2C(C)=O)c2cc(C)cc(C)c21 (stereo not given)	-2.1	0	-3	7	-8	3	-1	3	-7	14	20
O=S(=O)(NC1CC1)c1ccccc1	0.6	-3	9	-27	-12	5	9	-23	-3	-6	13
CC(=O)N1CCc2cc(S(=O)(=O)C(C)CC(=O)NCc3ccco3)ccc21 (stereo not given)	-0.4	6	12	-33	2	-3	4	-15	-5	7	-4
CC[C@@H]1CC=C[C@H]2[C@H]1C(=O)N(Cc1ccccc1)[C@H]2c1ccoc1	0.8	0	17	-8	6	24*	-1	.	-15	.	-8
CCSc1nc2c(c(=O)[nH]1)C(c1cccnc1)C(C(=O)OC(C)C)=C(C)N2 (stereo not given)	-1.7	7	4	10	0	-4	1	12	-1	16	-6
NC(=S)Nc1ccc(Cl)cc1Cl	-0.6	-2	7	6	2	-5	-8	14	4	-9	-6
COC(=O)c1cn(-c2ccccc2)c(=O)c2ccccc12	-4.2	-4	9	10	-6	1	2	2	-121	-32	17
Cc1cc(C)n2c(-c3ccccc3Cl)nnc2n1	-2.0	-9	1	7	-6	5	4	0	-5	-11	-8
CN(C)S(=O)(=O)c1cccc2c1C(=O)c1ccccc1C2=O	-0.8	3	0	21	6	-5	7	-2	1	-10	0
c1c(CC2CCCC2)nnn1C[C@H]1CC[C@@H]([C@@H]2CC[C@H](Cn3cc(CC4CCCC4)nn3)O2)O1	0.0	-6	9	-3	-4	-3	-10	-5	-39	17	-7
C/C(=N/NC(=O)CNc1ccc(C)cc1)c1ccc(Br)s1	0.6	9	-7	5	3	-4	-5	18	-30	-18	11
O=C(OCC(=O)c1ccc(Cl)cc1Cl)c1ccccn1	-2.3	0	2	23	0	4	-3	14	-9	7	23
COc1ccc(C2/C=C\CNCC(=O)N2Cc2ccc(F)cc2)cc1 (stereo not given)	0.3	-13	3	2	-6	1	-4	0	6	12	-12
Going on with the list:
SMILES	MC4R barr agon	TLR9-MyD88 inh	MC4R antagonist	NCOA3 inh	NOD2 RIPK2 PPI	ABHD5-PLIN5 inh	EBV LMP1 NFkB	NR2F2 inh	NCOA1 inh	NCOA2 inhibitor	NR5A2 inv ag
N#C/C(=C(/O)COC(=O)c1ccc(O)cc1)c1nc2ccccc2[nH]1	-2.4	-2	14	7	2	2	-5	-2	0	-8	-2
Cc1cc2ccccc2n1CCNC(=O)COc1ccccc1	-1.7	7	-1	-3	-1	1	0	1	8	-8	17
Fc1cc(F)cc(Nc2nc(Cl)nc(NC3CCCC3)n2)c1	0.8	6	-9	-6	-8	-15	2	0	-6	29	6
O=C(N/N=C/c1ccc(-c2ccccc2[N+](=O)[O-])o1)c1cccnc1	-1.3	4	-5	8	3	-53	-3	15	-13	-11	13
COc1ccccc1Oc1ccc2c(c1)C(=O)N(c1cccc3ncccc13)C2=O	-3.3	-5	5	2	7	5	8	29	5	-16	21
COc1ccc(NC(=O)C[C@H]2C(=O)N(C3CCCCC3)C[C@@H]2CSC)cc1	0.0	2	12	-2	-3	-2	1	-2	-8	16	-18
Cc1ccc(S(=O)(=O)N2CCCC2C(=O)NCc2ccco2)cc1 (stereo not given)	-0.7	-3	0	9	-7	4	-5	8	-5	-14	0
Cc1ccc(S(=O)(=O)N2CCCCC2)cc1C(=O)NCC1CCCO1 (stereo not given)	0.6	7	1	23	-14	6	-5	11	18	-14	-1
COc1ccc(/C=C/C(=O)C2CC2)cc1COc1cccc(C)c1C	-1.3	-1	10	9	-1	-1	-13	18	-4	24	3
CNc1ccc(Br)cc(C(=O)/C=C/c2ccc(OC)cc2OC)c1=O	-1.4	-1	5	-12	3	14	-10	-19	-6	-52	-27
Cc1nn(CCCC(=O)Nc2ccccn2)c(C)c1[N+](=O)[O-]	-0.7	-13	-1	4	-5	1	6	23	-28	2	-9
CC(C)(C)c1nc2scc(-c3ccc(Cl)cc3)c2c(=O)o1	0.0	-7	5	22	-12	-7	-1	3	0	6	4
CCOC(=O)N1CCC(O)(c2cc(C)c(C)cc2C)CC1	-1.1	4	10	18	-13	-2	10	-28	-16	-8	9
CCOC(=O)c1cc(-c2c(Cl)cccc2Cl)no1	-3.8	3	10	-13	-1	-2	-2	0	11	2	5
Fc1ccc(-c2cnn3c(-c4ccncc4)ccnc23)cc1	-1.0	3	9	-66	5	2	-10	-24	-106	-54	-151
Cc1nc(C2COc3ccccc3O2)sc1C(=O)O (stereo not given)	0.2	2	4	-21	-5	-2	-10	-20	-62	-66	-33
COc1ccc2nc(NC(=O)c3ccccc3-c3ccccc3C(=O)O)sc2c1	-2.0	2	2	8	-2	3	-18	-8	7	-7	0
O=S(=O)(Nc1cccc(C(F)(F)F)c1)c1cnc[nH]1	-1.3	0	5	0	0	-1	2	-1	2	-11	-6
COc1ccc(CN(C(=O)c2ccc(CN3CCOCC3)o2)C(C(=O)NCC2CCCO2)c2ccc(F)cc2)cc1 (stereo not given)	-1.1	15	-3	15	3	0	6	-16	-9	14	11
CCn1c2ccccc2c(=O)c2ccccc21	-1.0	-22	5	12	-26	8	-1	13	-26	4	-2
CC(C)c1ccccc1-n1c(SCc2cc(=O)oc3ccc4ccccc4c23)nnc1-c1cccnc1	-2.7	-4	9	5	4	10	-3	10	-13	-8	-11
CCOC(=O)Cn1c(=N)n(CCOc2ccc(F)cc2)c2ccccc21	-0.8	-4	2	5	0	-2	-2	-4	-13	-31	-4
COc1ccc(CN2CCCCC2c2cccnc2)c(OC)c1C (stereo not given)	-2.0	-2	-3	3	7	-3	2	5	-5	4	-28
COc1ccccc1NC(=O)c1ccc(NC(=O)CSc2nncn2C)cc1	-1.4	2	9	4	-1	-7	1	-10	1	-14	8
Cc1ccc2nc(-c3ccncc3)cc(-c3ccccc3)c2c1	1.8	6	2	-6	-4	-6	-12	-16	1	-1	5
Next entries:
SMILES	MC4R barr agon	TLR9-MyD88 inh	MC4R antagonist	NCOA3 inh	NOD2 RIPK2 PPI	ABHD5-PLIN5 inh	EBV LMP1 NFkB	NR2F2 inh	NCOA1 inh	NCOA2 inhibitor	NR5A2 inv ag
CCN(CC)c1ccc(CNc2nc3ccccc3n2C)cc1	0.0	-6	18	-19	-10	6	2	26	-21	5	-12
Cc1nnc2ccc(-c3cccc(NS(C)(=O)=O)c3)nn12	0.0	11	-4	-1	6	5	-2	-6	-12	-19	23
C[C@H]1CN([C@@H](C)CO)C(=O)CCCn2nncc2CO[C@@H]1CN(C)C(=O)Nc1ccc2c(c1)OCO2	0.8	-3	5	-15	8	5	-4	-5	-1	-6	-2
CC1CCc2nn(CC(=O)NC3CCCC3)cc2C1 (stereo not given)	-1.4	7	3	-4	-8	-2	0	-14	-1	-45	3
COC(=O)[C@H](CC(C)C)NC(=O)NC1CCCc2ccccc21 (stereo not given in full)	0.3	-4	10	1	-7	4	0	-10	9	-1	14
COc1ccc(NC(=S)N2CCCC(CO)C2)c(OC)c1 (stereo not given)	0.7	-3	5	15	0	2	-2	-2	-4	12	9
O=C(Nc1ccc(N2CCN(C(=O)c3ccc(Cl)cc3)CC2)cc1)c1ccc([N+](=O)[O-])o1	-1.8	5	4	17	1	15	-69	1	20	3	53
CCOc1cc(/C=N\NC(=O)Cc2ccccc2)ccc1OCC(=O)Nc1ccc(C)c(C)c1	3.4	2	7	3	-2	-1	-62	12	4	4	2
CC12CC3CC(C)(C1)CC(CN1CCOCC1)(C3)C2	2.6	-7	3	-4	3	-4	-3	8	-18	16	-11
O=C(CCN1C(=O)/C(=C/c2ccccc2Cl)SC1=S)NC1=NCCS1	-1.4	3	2	10	3	0	-15	6	-24	-7	2
Cc1ccc(C)c(S(=O)(=O)N2CCN(C(=O)c3cc(-c4cccs4)nn3-c3ccccc3)CC2)c1	-0.8	-14	2	10	4	-1	4	-5	-9	19	21
CC(=O)c1nn(-c2ccc(Cl)cc2)c(=O)[nH]c1=O	-1.9	-15	5	11	-10	-2	24	6	-1	8	17
Cc1onc(-c2c(F)cccc2Cl)c1C(=O)N1CCN(S(C)(=O)=O)CC1	-2.0	-5	13	24	-6	3	-1	1	-5	6	5
CC1(C(=O)Nc2ccccc2)CCN1C(=O)C1(c2ccccc2)CC1 (stereo not given)	-0.1	.	10	-3	-12	-8	.	16	11	2	-9
Cc1[nH]n(-c2ccccc2)c(=O)c1C=NCCc1ccccc1	-0.8	9	9	5	-1	0	7	5	-41	-16	-5

Only part of the results is shown (hit frequency here may not be typical).
